# Screening data (PubChem BioAssay)
# Lipid droplet – modulators of hepatic lipid droplet formation; AML12 mouse hepatocytes, oleate lipid droplets, BODIPY imaging; inhibition, % at 6.5 µM; 0.4% of 240,000 active;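 active means lipid droplet intensity inhibited by at least 50%, with more than 500 cells counted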
#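 System: AML12 hepatocytes (mouse). Probe or stimulus: oleic acid at 100 µM to induce lipid droplet formation. Times: overnight treatment with compound plus oleate. Detection: Image-based BODIPY and DAPI two-channel analysis. Evaluation: percent inhibition of filter-corrected integrated lipid droplet intensity per well.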
# NOD2 inhibition – inhibition of NOD2-driven NF-kB reporter – cell-based, luminescence, uHTS, HEK293 (AID 1566); HEK293 NOD2/NF-kB luciferase reporter, luminescence; higher % means a stronger effect; 0.63% of 290,000 active; one-dose inhibition, % at 4 µM; EC50 in µM for titrated hits; in the data active means inhibition above about 50%; further: many of its hits are not listed in these tables
# WT yeast gro inh – growth inhibition of WT yeast, mitochondrial fusion screen; mitochondrial fusion phenotypic screen, WT strain; 2.1% of 190,000 active; AID 1362; inhibition, % at 10 µM; in the data active means inhibition above about 58%; tested in S. cerevisiae
# bCat nuc transl – alters nuclear translocation of beta-catenin in HeLa cells; immunofluorescence imaging; nuclear translocation activity, % at 5 µM; 0.3% of 190,000 active;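 active means nuclear translocation activity above 50% at 5 µM, with a well cell count of 50 or more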;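 further: per-cell ratio of nuclear to cytoplasmic median beta-catenin stain intensity; plate controls were DMSO negative control for no effect and GSK-3 inhibitor IX positive control for full effect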
#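 Assay system: human HeLa cells, native beta-catenin; doses: 5 µM primary, 0.02–20 µM confirmation; incubation: compound treatment 24 h, 37°C, 5% CO2; technique: fluorescence imaging of beta-catenin antibody stain plus DAPI; measure: % activation, nuclear-to-cytoplasmic median beta-catenin signal ratio per cell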
# MT stabilize HCS – microtubule stabilizers in HeLa cells | % tubulin-high responders, % at 10 µM | 0.83% of 200,000 active | HeLa tubulin immunostaining HCS, 24 h; share of cells brighter than vehicle mean+2SD;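 active means plate Z-score above 3 for both tubulin-high and condensed-nucleus cell shares, with cell loss under 80%, at 10 µM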;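 further: anti alpha tubulin signal scored within the nucleus-defined area of each cell; some results filed as inactive read as strong as hits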
# Ins promoter up – MIN6 insulin promoter up-regulation. 0.3% of 190,000 active. MIN6 insulin promoter-GFP reporter, high-content imaging; hits give high values. z-score at 5 µM;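 active means z-score above 3 at 5 µM with at least 500 cells counted in the well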
# Yfh1-off respiration – enhancers of respiration in Yfh1-depleted yeast, dose response, Friedreich's ataxia, plus single-dose screen (AID 1465); 0.074% of 220,000 active; fold induction at 50 µM, or EC50 in µM where a hit was titrated; S. cerevisiae Yfh1-off respiration, WST-1 reduction, 72 h; higher fold induction means a stronger effect;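 active means fold induction of absorbance versus untreated yeast above a set limit, then at least 30% activation at any dose in follow-up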;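 further: activators that raise dye reduction in frataxin-depleted yeast; strong numbers were not always called active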
# Dynein transport – dynein cargo transport inhibition; 3617.4 mouse cells, GR-EGFP nuclear translocation imaging; test concentration mostly 20 µM; stimulated with dexamethasone, 1 µM; hits give low values; z-score, hits read low; 0.47% of 220,000 active; AID 1381;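 active means plate z-score of nuclear minus cytoplasmic receptor signal below a set negative limit, without overly bright fluorescence or cell loss, cut at about -3.5 in these data, passing the limit was not always enough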;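 further: z-score of nuclear minus cytoplasmic ring GR-EGFP intensity difference per well; some compounds called inactive have numbers as strong as hits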
#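 Buffer or medium: tet-free, stripped-serum medium; reagent: dexamethasone at 1.0 µM final, 30 min; incubation: 48 h induction, 1 h compound, 30 min dex at 37 °C; measured by: formaldehyde fixation, Hoechst nuclear stain, 10x automated fluorescence imaging; read-out: nuclear-to-cytoplasmic GR-EGFP distribution per well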
# Autophagy HCS – alters autophagy in cells; MEF GFP-LC3 puncta imaging; test concentration mostly 10 µM; calls only at 10 µM (by protocol); 0.98% of 190,000 active; AID 463193;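 active means percentage of spot-positive cells more than 3 SD above its plate mean, without a fluorescence outlier flag or 80% toxicity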;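 further: spot-positive cell cutoff set from DMSO-treated cells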
# WT yeast gro inh mutant strain – second read-out of WT yeast gro inh, no call of its own (marks repeat the call); inhibition, %; mitochondrial fusion phenotypic screen, mutant strain inhibition
# Dynein transport cytoplasmic EGFP – also measured in Dynein transport; calls as there; z-score; measured here: cytoplasmic GR-EGFP intensity; hits give high values
# Dynein transport nuclear GR-EGFP – also measured in Dynein transport; calls as there; z-score; measured here: nuclear GR-EGFP intensity;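 lower value marks the stronger effect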
# Dynein transport cell count – recorded beside Dynein transport, whose call it bears; z-score; measured here: cell count per field
# Ins promoter up cell count – second read-out of Ins promoter up, no call of its own (marks repeat the call); cell count; measured here: cytotoxicity, nuclei count;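 total cells summed across four imaged fields per well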
# Lipid droplet cells 6.5 µM – also measured in Lipid droplet; calls as there; cell count; measured here: cell count, cytotoxicity flag;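 cells counted across two imaged fields per well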
# bCat nuc transl cell count 5 µM – second read-out of bCat nuc transl, no call of its own (marks repeat the call); cell count; measured here: cell count, cytotoxicity flag
# MT stabilize HCS Hoechst-high % – also measured in MT stabilize HCS; calls as there; % Hoechst-high responders; measured here: nuclear condensation Hoechst responders;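 share of cells brighter than vehicle mean plus two SD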
# MT stabilize HCS cytotoxicity % – also measured in MT stabilize HCS; calls as there; toxicity, %; measured here: cytotoxicity by cell density;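 0% = mean cell density of plate MIN control wells and 100% = no cells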
# Autophagy HCS cell loss 18 h – second read-out of Autophagy HCS, no call of its own (marks repeat the call); toxicity, %; measured here: cell loss, nuclei count;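 cell loss after 18 h compound exposure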
# Starred values were filed as active, the others as inactive; i = inactive; nt = no result given. These rows are one share of the data; rates above refer to the full screens.
# Each structure is followed by: Lipid droplet	Lipid droplet cells 6.5 µM	NOD2 inhibition	WT yeast gro inh	WT yeast gro inh mutant strain	bCat nuc transl	bCat nuc transl cell count 5 µM	MT stabilize HCS	MT stabilize HCS Hoechst-high %	MT stabilize HCS cytotoxicity %	Ins promoter up	Ins promoter up cell count	Yfh1-off respiration	Dynein transport	Dynein transport cytoplasmic EGFP	Dynein transport nuclear GR-EGFP	Dynein transport cell count	Autophagy HCS	Autophagy HCS cell loss 18 h
1. O=C(O)CCCNC(=O)CCCNC(=O)C(c1ccccc1)c1ccccc1
  9	617	4%	-13	-18	-2.0	976	6.0	1.9	4.8	0.19	1296	i	-0.32	-0.31	-0.25	0.3	i	3
2. CCn1c(SCC(=O)N/N=C/c2c[nH]c3ccccc23)nnc1-c1ccc(C)cc1
  0	790	-2%	6	3	-2.6	452	3.7	2.6	3.5	nt	nt	i	-0.75	-0.3	-0.31	0.76	i	-29
3. CC(C)Nc1c(N)c(=O)oc2ccccc12
  nt	nt	8%	5	12	-1.5	792	2.2	1.4	5.4	0.14	1061	i	-0.38	-0.21	-0.29	0.66	i	-1
4. CC1(C)SC2c3ccccc3C(=O)N2[C@@H]1C(=O)NCCCN1CCOCC1 (stereo partly drawn)
  -5	788	15%	4	11	-1.0	1006	1.8	1.5	9.0	0.37	877	i	-0.42	-0.24	0.13	0.31	i	9
5. COc1ccc(NC(=S)Nc2ccc3cn[nH]c3c2)cc1
  23	717	9%	2	13	-0.5	1126	2.4	1.6	9.7	0.29	1288	i	-0.42	-0.22	-0.54	1.8	i	-10
6. CC(=O)N1CCCN(Cc2cn(-c3ccc(C)cc3)nc2-c2ccc(F)cc2)CC1
  -10	678	11%	-5	-24	2.3	1015	3.1	1.4	6.1	-0.38	1486	i	0.56	-0.22	0.84	-0.4	i	-3
7. CSc1nc(-c2ccccc2)nn1C(=O)c1ccc(Cl)cc1
  nt	nt	-6%	-20	-3	nt	nt	2.5	2.0	7.0	nt	nt	i	-0.29	-0.24	-0.72	0.26	i	11
8. CCOc1ccc(/C(O)=C2/C(=O)C(=O)N(CCOCCO)C2c2ccccc2)cc1 (stereo not drawn)
  nt	nt	2%	-17	0	-0.1	1413	3.8	1.4	8.0	0.51	1452	i	-0.13	-0.15	0.3	-0.17	i	17
9. O=C(NC1(C(F)(F)F)NC(=O)N(C2CCCCC2)C1=O)c1cccs1 (stereo not drawn)
  23	759	-6%	-10	-7	-0.3	1069	2.1	0.6	14	0.42	1402	i	-0.61	-0.24	-0.047	0.15	i	-4
10. CCOC(=O)c1cccc(S(=O)(=O)N2CCOCC2)c1
  13	627	5%	11	-7	2.2	1064	2.3	2.1	6.0	-0.8	1224	i	0.061	-0.094	0.18	0.31	i	-36
11. CCN(CC)S(=O)(=O)c1cccc(-c2n[nH]c(=S)n2C)c1
  17	763	5%	5	2	0.0	1056	2.2	1.3	2.6	0.17	1260	i	0.49	-0.31	0.37	-0.035	i	-28
12. COc1ccc(COc2ccsc2C(=O)Nc2ccc(Cl)c(Cl)c2)cc1
  nt	nt	-34%	8	-8	0.3	1343	0.8	1.0	5.5	-0.27	1654	i	-0.43	-0.27	-0.043	0.12	i	-3
13. COc1n[nH]c2nncnc12
  nt	nt	9%	-7	11	0.3	1325	1.3	1.7	8.8	0.42	1611	i	0.069	-0.12	0.08	-0.017	i	11
14. O=[N+]([O-])c1ccc(Nc2ccc3ccccc3c2)nc1
  12	648	-116%	0	6	2.3	985	1.9	2.2	4.2	0.63	1873	i	0.0065	-0.16	-0.28	0.54	i	2
15. O=C(NNC1=C(C(=O)C(F)(F)F)CCC1)c1cccnc1
  0	708	10%	11	-7	0.4	1423	5.1	1.1	12	0.11	1457	i	-0.021	-0.36	-0.24	1.1	i	7
16. O=C1c2ccccc2C(=O)N1CC(=O)N1c2ccccc2CCc2ccccc21
  nt	nt	13%	9	3	0.6	1391	2.8	1.7	12	-0.84	1495	i	-0.16	0.15	-0.27	-0.64	i	-23
17. COc1ccc(OC)c(/C=N/NC(=O)c2cc(-c3ccc(C)o3)nc3ccccc23)c1
  -7	623	7%	23	22	nt	nt	2.1	2.6	7.2	0.08	1384	i	-0.59	-0.32	-0.55	0.8	i	2
18. O=C(NC1CC2CCCC(C1)N2Cc1ccco1)NC12CC3CC(CC(C3)C1)C2 (stereo not drawn)
  nt	nt	-10%	-8	4	-5.7	1042	4.0	3.4	5.1	-0.55	1095	i	-0.77	-0.34	-0.13	0.47	i	3
19. C/C(=N\Nc1ccc(S(=O)(=O)N2CCOCC2)cc1[N+](=O)[O-])C(C)C
  -3	679	4%	1	29	-0.2	962	7.2	2.6	10	-1.1	1066	i	-0.46	-0.35	0.096	0.33	i	7
20. Cn1ccc(NC(=O)Nc2ccc(Cl)cc2)n1
  1	703	-5%	nt	nt	4.8	965	nt	nt	nt	0.16	1325	i	0.56	-0.25	0.27	0.25	nt	nt
21. O=C(Nc1nnc(COc2ccc(Cl)cc2)s1)C1CCCO1 (stereo not drawn)
  0	583	2%	15	30	-4.1	1117	3.3	1.8	6.6	0.11	1912	nt	0.19	-0.3	-0.61	0.46	i	-6
22. CCOC(=O)c1sc(NC(=O)CSc2nc3c(c(-c4ccc(OC)cc4)c2C#N)CCCC3)c(C#N)c1C
  nt	nt	8%	1	-7	-0.4	1427	2.6	1.6	12	-0.29	1500	i	-0.05	-0.18	0.8	0.13	i	-21
23. Cc1ccc(OCc2ccc(C(=O)Nc3nc4ccccc4n3C)o2)c([N+](=O)[O-])c1
  18	595	8%	-3	-5	-1.8	1256	3.2	1.9	6.9	-0.04	1474	i	-0.34	-0.12	-0.22	0.76	i	-10
24. CCOC(=O)Cn1nnnc1C(CC)N(Cc1cc2ccc(C)cc2[nH]c1=O)C1CCCC1 (stereo not drawn)
  26	711	-9%	13	6	-3.5	1107	5.0	2.6	8.4	0.1	811	i	0.78	-0.2	-0.26	-1.8	i	1
25. CCOCCCn1cnc2c([nH]c3cc(OC)ccc32)c1=O
  nt	nt	12%	-2	0	-0.2	1353	4.4	1.1	0.0	0.42	1591	i	0.89	-0.39	0.17	0.3	i	2
26. COc1ccc(N2CCN(C(=S)Nc3ccc(C)cc3)CC2)cc1
  3	739	-7%	-3	6	-0.3	1016	1.5	1.6	3.7	-0.6	1325	i	-0.74	-0.33	-0.24	1.1	i	0
27. COC(=O)c1cccc(NC(=O)CSc2nc(=O)cc(N)n2-c2ccccc2)c1
  nt	nt	2%	-2	6	nt	nt	1.6	1.7	4.9	0.17	951	i	0.35	-0.27	0.46	0.33	i	-15
28. O=C(COc1ccc(Cl)cc1)NCc1nnc(SCC(=O)NCC2CCCO2)o1 (stereo not drawn)
  17	781	16%	3	9	0.2	1095	1.5	1.5	5.3	0.12	1220	i	-0.54	-0.19	-0.28	0.0026	i	18
29. Cc1ccc(NC(=S)N2CCN(C(=O)c3ccccc3)CC2)c(C)c1
  6	727	12%	-7	18	-1.1	1176	4.8	2.6	10	0.61	1305	i	-0.41	-0.33	0.066	0.48	i	15
30. COc1cc(/C=N/NC(=O)c2cccnc2)ccc1OCC(=O)Nc1c(C)cc(C)cc1C
  -7	604	3%	-3	-21	nt	nt	3.6	3.0	6.2	-0.61	1217	i	1.8	-0.17	0.56	-1.5	i	-19

# The final two records of the section before are carried over, then new ones follow.
# Each structure is followed by: Lipid droplet	Lipid droplet cells 6.5 µM	NOD2 inhibition	WT yeast gro inh	WT yeast gro inh mutant strain	bCat nuc transl	bCat nuc transl cell count 5 µM	MT stabilize HCS	MT stabilize HCS Hoechst-high %	MT stabilize HCS cytotoxicity %	Ins promoter up	Ins promoter up cell count	Yfh1-off respiration	Dynein transport	Dynein transport cytoplasmic EGFP	Dynein transport nuclear GR-EGFP	Dynein transport cell count	Autophagy HCS	Autophagy HCS cell loss 18 h
29. Cc1ccc(NC(=S)N2CCN(C(=O)c3ccccc3)CC2)c(C)c1
  6	727	12%	-7	18	-1.1	1176	4.8	2.6	10	0.61	1305	i	-0.41	-0.33	0.066	0.48	i	15
30. COc1cc(/C=N/NC(=O)c2cccnc2)ccc1OCC(=O)Nc1c(C)cc(C)cc1C
  -7	604	3%	-3	-21	nt	nt	3.6	3.0	6.2	-0.61	1217	i	1.8	-0.17	0.56	-1.5	i	-19
31. COc1ccc(N2Cc3ccccc3C2=NC(=O)c2cncc(Br)c2)cc1
  10	685	-30%	12	21	-2.0	1091	3.3	2.3	4.0	0.18	1308	i	-0.49	-0.32	-0.046	0.6	i	8
32. CCCCOc1ccc2c(c1)/C(=C(\C(Cl)=C(Cl)Cl)[N+](=O)[O-])N2
  22	731	-3%	-11	14	0.0	1023	9.9*	6.5*	8.4*	0.02	1253	i	-0.26	0.0028	-0.07	-0.18	i	-10
33. COC(=O)c1c(NC(=O)CSc2ccccc2N)sc(C)c1C
  -22	675	20%	7	5	-0.5	1155	2.7	1.3	5.8	-1.4	1336	i	-0.032	0.78	0.27	0.26	i	-20
34. O=C(O)CN(C1CCCCC1)S(=O)(=O)c1ccc(F)cc1
  14	695	15%	3	12	-1.0	1162	1.5	1.6	9.1	-0.64	1107	i	1.3	-0.31	0.38	-1.1	i	4
35. COC(=O)C(NC=O)C(O)(Cc1ccccc1)C(F)(F)F (stereo not drawn)
  nt	nt	-4%	-9	-7	-1.6	905	2.0	1.5	5.3	nt	nt	i	-0.1	-0.22	0.085	-0.13	i	11
36. COc1cnc(-c2ccccn2)nc1N(C)C
  nt	nt	-132%	36	37	1.7	990	3.1	2.1	19	-2.2	768	i	-0.1	-0.13	0.24	0.16	i	32
